Screening data deposited in PubChem by several laboratories.
OXTR agonist – human OXTR agonists, primary screen, fluorescence, CHO-OTR cells, Fluo-8 calcium. Oxytocin receptor (Homo sapiens), P30559. activation, % at 3 µM. actives 0.32% (n = 320,000). Fluo-8 calcium fluorescence; normalized: DMSO 0%, oxytocin 100%;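 active = activation above the mean of all tested compounds plus 3 SD, cutoff set per screening run, cut at about 20% in these data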;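 note: peak over basal fluorescence ratio from a 100 s FLIPR kinetic read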
Target sequence (P30559 whole entry, looked up): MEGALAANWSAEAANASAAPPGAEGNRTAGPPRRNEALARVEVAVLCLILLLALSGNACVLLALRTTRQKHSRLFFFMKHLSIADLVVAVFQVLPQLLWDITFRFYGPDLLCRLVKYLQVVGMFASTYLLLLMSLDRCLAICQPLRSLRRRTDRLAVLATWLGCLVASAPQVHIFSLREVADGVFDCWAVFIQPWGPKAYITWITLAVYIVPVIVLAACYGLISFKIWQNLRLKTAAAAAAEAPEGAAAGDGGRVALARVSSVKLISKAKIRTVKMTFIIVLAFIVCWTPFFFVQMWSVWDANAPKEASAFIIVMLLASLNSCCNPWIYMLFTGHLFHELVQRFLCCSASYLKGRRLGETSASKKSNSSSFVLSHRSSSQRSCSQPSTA
GPR7 antagonist – GPR7 receptor antagonists, primary screen, cell-based, fluorescence, single concentration. inhibition, % at 4.4 µM. Neuropeptides B/W receptor type 1 (Homo sapiens), P48145. GPR7-expressing cells, fluorescence antagonist assay. actives 1.1% (n = 290,000). AID 1861, 2009; in the data active = inhibition above about 16%, passing the limit was not always enough;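 note: cells stimulated with the agonist NPW; 0% = agonist with vehicle and 100% = vehicle without agonist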
Target sequence (P48145 whole entry, looked up): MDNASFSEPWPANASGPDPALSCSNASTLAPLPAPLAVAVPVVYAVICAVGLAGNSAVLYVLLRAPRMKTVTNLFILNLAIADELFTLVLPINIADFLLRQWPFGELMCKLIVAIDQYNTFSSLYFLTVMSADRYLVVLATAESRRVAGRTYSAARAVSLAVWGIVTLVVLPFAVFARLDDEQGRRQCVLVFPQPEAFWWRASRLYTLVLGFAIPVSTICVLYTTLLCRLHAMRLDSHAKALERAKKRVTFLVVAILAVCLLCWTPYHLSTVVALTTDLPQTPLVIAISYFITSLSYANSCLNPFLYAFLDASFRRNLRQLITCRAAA
GalR3 antagonist – GalR3 antagonists in HEK293 cells, primary screen, cell-based, fluorescence readout | Galanin receptor type 3 (Homo sapiens), O60755 | HEK293 GalR3-CNG cAMP membrane potential fluorescence; galR3 body fused to GalR1 C-terminus | inhibition, % at 3 µM | actives 0.44% (n = 360,000);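 active = inhibition above the screen-wide average plus 3 SD, cut at about 13% in these data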;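 note: forskolin and galanin both at EC90 stimulate the cells; cAMP rise reported by CNG channel membrane potential dye signal; 0% = forskolin plus galanin with DMSO and 100% = forskolin alone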
Target sequence (O60755 1-299 limits assumed): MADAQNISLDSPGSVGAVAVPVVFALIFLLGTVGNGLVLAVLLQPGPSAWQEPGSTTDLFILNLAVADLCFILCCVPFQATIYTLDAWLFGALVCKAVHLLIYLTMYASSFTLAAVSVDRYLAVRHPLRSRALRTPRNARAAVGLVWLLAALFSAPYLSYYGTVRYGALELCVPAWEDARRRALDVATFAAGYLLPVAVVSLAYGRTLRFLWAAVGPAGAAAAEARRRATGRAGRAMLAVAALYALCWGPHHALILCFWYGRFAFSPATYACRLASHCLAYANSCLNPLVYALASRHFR
MEKK2mut PB1 HTS – MEK5 binding signal on mutant MEKK2 PB1, primary screen, biochemical, multiplex bead flow cytometry, Alexa488-MEK5 | Alexa488-MEK5 binding to MEKK2 mutant | percent response, % at 10 µM | actives 0.35% (n = 290,000) | AID 1530, 2009; in the data active = percent response above about 24%, passing the limit was not always enough; note: inactives centre near 1; some results filed as inactive read as strong as hits
NALP1 yeast inh – NALP1 inflammasome inhibitors in reconstituted yeast, colorimetric, S. cerevisiae, triplicate retest; actives 0.61% (n = 280,000); inhibition, % at 10 µM; S. cerevisiae NALP1/ASC/caspase-1 growth, X-gal OD620, 72 h; in the data active = inhibition mostly above about 24%, no sharp cut-off; inactive = mostly below about 32%; note: some compounds called inactive have numbers as strong as hits
V1R ag counter – agonists of human V1a receptor, primary screen, counter-screen for OXTR agonist project, fluorescence, CHO-V1R cells. Vasopressin V1a receptor (Homo sapiens), P37288. Fluo-8 calcium fluorescence, agonist mode; 0% DMSO, 100% 3 nM vasopressin. activation, % at 3 µM. actives 0.25% (n = 320,000). AID 2797, 2010;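 active = activation above the mean activation of all tested compounds plus 3 SD, per screening run, cut at about 20% in these data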;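 note: signal is peak over basal fluorescence ratio across a 100 second FLIPR read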
OXTR potentiator – human OXTR potentiators, primary screen, fluorescence, CHO-OTR cells, Fluo-8 calcium; activation, % at 3 µM; Fluo-8 calcium fluorescence, potentiator mode; 0% = oxytocin EC15, 100% = EC100; actives 0.061% (n = 320,000); Oxytocin receptor (Homo sapiens), P30559; AID 2445, 2010;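 active = activation above that plate's cutoff, the mean activation of tested compounds plus 3 SD, cut at about 6.6% in these data, passing the limit was not always enough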;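 note: 100% uses oxytocin at 75 nM as the full agonist control; some results filed as inactive read as strong as hits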
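Assay system: CHO cell line stably expressing human OTR. Reagent: EC15 oxytocin agonist. Dosing: single dose, 3.0 µM nominal final compound concentration. Timing: compound 6 min at room temperature before oxytocin, 100 s read. Signal: kinetic Fluo-8 calcium fluorescence. Controls: oxytocin EC15 low and EC100 high.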
M18AAP inhibitor – PfM18AAP inhibitors, malaria aminopeptidase, primary screen, biochemical, QFRET, recombinant enzyme. M18 aspartyl aminopeptidase (Plasmodium falciparum 3D7). H-Glu-NHMec fluorogenic cleavage. inhibition, % at 7.35 µM. actives 1.2% (n = 290,000);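 active = inhibition above the campaign mean inhibition over all tested compounds plus 3 SD, cut at about 28% in these data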;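 note: 0% = plate median of test compound wells and 100% = 2 mM ZnCl2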
MEKK2 WT-MEK5 – modulators of MEK5 binding to wildtype MEKK2, primary screen, biochemical, multiplex bead flow cytometry, Alexa488-MEK5 | Mitogen-activated protein kinase kinase kinase 2 (Homo sapiens), Q9Y2U5 | Alexa488-MEK5 binding to MEKK2 WT; actives lie on both sides | binding response (% of control), % at 10 µM | actives 1.1% (n = 290,000) | AID 1531, 2009; in the data active = binding response below about 67% or above about 130%
Starred values were filed as active, the others as inactive; nt = no result given.

Structure	OXTR agonist	GPR7 antagonist	GalR3 antagonist	MEKK2mut PB1 HTS	NALP1 yeast inh	V1R ag counter	OXTR potentiator	M18AAP inhibitor	MEKK2 WT-MEK5
Cc1cc(=O)n2nc(N3CCCC(C(=O)NCc4ccc(Cl)cc4)C3)sc2n1 (configuration not stated)	-0.2	-13	3	1	7	-0.5	-1	1	97
O=C(NCc1cccnc1)c1nc(-c2cccs2)no1	0.8	-4	-6	2	0	1.2	-6	-12	99
CCOC(=O)N1CCN(C(=O)c2ccccc2N(C)S(C)(=O)=O)CC1	0.0	9	-4	-7	24	0.3	-4	-15	96
COc1ccc2c(C)cc(SCC(=O)N(C)C3CCS(=O)(=O)C3)nc2c1 (configuration not stated)	-0.6	-19	-2	-12	12	0.6	0	3	91
CC(NC(=O)c1ccc(S(=O)(=O)N(C)C)cc1)c1ccc(-n2ccnc2)cc1 (configuration not stated)	0.7	-3	-8	7	16	-0.6	-17	-3	106
O=C(/C=C/c1ccc2c(c1)OCO2)Nc1cc(S(=O)(=O)N2CCOCC2)ccc1N1CCOCC1	-1.1	-3	3	-1	22	2.0	-5	-1	101
O=C(CCc1ccc(S(=O)(=O)N2CCOCC2)cc1)Nc1ccc(F)cc1[N+](=O)[O-]	2.9	nt	-4	nt	nt	3.3	-8	nt	nt
N#CC1=C(SCc2ccccc2)NC(=O)CC1c1ccco1 (configuration not stated)	0.2	0	-5	5	-4	1.1	-3	19	102
Cc1oc(-c2ccccc2)cc1C(=O)NC(Cc1c[nH]c2ccccc12)C(=O)O (configuration not stated)	-0.7	-3	2	-1	19	1.4	-3	0	102
CCC(C)(C)NC(=O)C(c1ccc(OC)cc1)N(C(=O)CCC(=O)Nc1cc(C)on1)c1ccccc1OC (configuration not stated)	-0.1	-2	-9	6	9	-0.4	-3	-1	106
CC1(C)CC(=O)C2=C(C1)NC(=S)C(C#N)C21CCCCC1 (configuration not stated)	-0.1	-11	-5	-2	nt	0.6	4	29*	91
COc1ccc(-c2nc3ccccc3n2Cc2ccc(C)cc2)cc1	-2.1	-2	-5	6	nt	1.0	-10	-13	112
O=C(NCCO)c1nc2ccccc2s1	0.2	0	1	4	4	0.5	-8	0	102
COc1ccc(-c2ccc(CCC(=O)O)n2CC(=O)Nc2ccccc2C)cc1	-0.4	-11	-7	1	18	1.8	-19	8	103
CCC(NC(=O)C(C)NC)C(=O)N1CCCC1C(=O)NC1CCCc2ccccc21 (configuration not stated)	1.3	nt	2	nt	nt	-0.1	4	nt	nt

Next section
Structure	OXTR agonist	GPR7 antagonist	GalR3 antagonist	MEKK2mut PB1 HTS	NALP1 yeast inh	V1R ag counter	OXTR potentiator	M18AAP inhibitor	MEKK2 WT-MEK5
CCOC(=O)c1ccc([N+](=O)[O-])cc1NC(C)=O	0.0	-6	-3	-2	37	0.0	-12	-7	97
Cc1ccc2sc(N(CCCN(C)C)C(=O)c3ccc(S(=O)(=O)N(C)C)cc3)nc2c1C	8.9	2	-6	22	15	8.5	-11	3	135
CCOc1ccc(N(C)C(=O)CCc2nnc3ccc(N4CCCCC4)nn23)cc1	-1.3	18	-10	3	-9	0.0	-5	0	107
Cc1cccc(NC(=O)c2cc([N+](=O)[O-])ccc2Cl)c1O	0.3	-16	-2	-4	0	1.1	-6	-2	93
CC1N/C(=C\C(=O)c2ccccc2)N(O)C1(C)C (configuration not stated)	-1.3	2	-5	-8	13	-0.6	-11	-13	96
CCOC(=O)c1ccc(N2CCN(c3ccc(F)cc3)CC2)c(NC(=O)Nc2cccc(OC)c2)c1	-0.6	-9	0	0	4	0.6	-8	6	107
O=C(N=Nc1c(O)[nH]c2ccc([N+](=O)[O-])cc12)c1ccccc1[N+](=O)[O-]	0.1	-3	0	-8	6	0.0	-5	0	95
CCC(C(=O)NC1CC1)n1nc(C)c2c(C)n(-c3ccc(C)cc3)nc2c1=O (configuration not stated)	-1.2	-5	-4	5	5	-0.1	6	0	104
CCN1CCc2c(C#N)c(N3CCOCC3)nc(N3CCOCC3)c2C1	1.9	-5	-2	-2	3	0.5	-2	0	102
COc1ccc([C@H]2C(C(=O)O)=C[C@@H](CC3CCCC3)N2S(=O)(=O)c2ccc(C)cc2)cc1OC	0.5	nt	-3	nt	nt	1.4	3	nt	nt
CC1(C)CC(=O)c2sc(NS(=O)(=O)c3ccc(Cl)cc3)nc2C1	0.8	-4	-9	-3	6	-0.2	-10	-1	96
COc1ccc(C=NC(CO)C(O)c2ccc([N+](=O)[O-])cc2)cc1 (configuration not stated)	0.3	9	0	5	4	0.3	-10	-7	100
CCN(CC)CCN1c2ccccc2Sc2ccc3ccccc3c21	3.9	13	-8	18	30	1.6	-4	1	136*
COc1ccccc1/C=C/c1onc(C)c1S(=O)(=O)N1CCC(C(=O)NC2CCCCCC2)CC1	-0.5	-23	1	2	9	0.2	-6	10	101
O=C(Nc1nnc(C2CCCCC2)s1)c1ccc(Br)s1	0.2	-20	-7	8	6	1.1	0	-7	104

The listing continues:
Structure	OXTR agonist	GPR7 antagonist	GalR3 antagonist	MEKK2mut PB1 HTS	NALP1 yeast inh	V1R ag counter	OXTR potentiator	M18AAP inhibitor	MEKK2 WT-MEK5
CCOC(=O)c1ccccc1NC(=O)CSc1nnc(Cc2cccn2C)n1-c1ccc(C)cc1	-0.9	-16	-7	3	-7	-0.8	-9	3	103
CCN(CC)CCn1c(OC)cc(=O)[nH]c1=O	0.6	-9	-4	-10	9	0.3	-17	-10	93
Cn1c(=O)c2c(ncn2CC(=O)Nc2ccc(Cl)cc2Cl)n(C)c1=O	0.8	11	5	5	18	0.8	-1	-1	107
CCSc1nnc(-c2cccnc2)n1-c1ccc(C)c(Cl)c1	-0.8	-9	-9	3	-1	0.1	-1	2	98
COc1ccc(N(CC(=O)NC2CC3CCC2C3)S(=O)(=O)c2ccc(C)c([N+](=O)[O-])c2)cc1 (configuration not stated)	-2.5	6	-7	-4	4	-1.4	-13	7	95
CCc1c(C)sc(NC(=O)c2cc(-c3ccc(OC)c(OC)c3)on2)c1C#N	0.1	8	-1	1	10	0.7	-17	-2	100
NC1=NC(c2cn[nH]c2-c2cccc(F)c2)n2c(nc3ccccc32)N1 (configuration not stated)	0.7	-3	0	4	-6	-0.7	-1	0	108
Cc1[nH]c2ccccc2c1C(=O)COC(=O)c1ccc([N+](=O)[O-])s1	0.6	-1	-4	0	7	2.8	-30	12	113
CCN(CC)CCNC(=S)Nc1ccc(Cl)cc1	1.5	-5	0	15	2	1.5	-7	4	122
CCN(C(=O)COC(=O)c1ccccc1NC(=O)c1ccco1)C1CCS(=O)(=O)C1 (configuration not stated)	-0.4	-9	3	4	4	-0.9	-7	3	100
O=C(CCN1C(=O)C2CC=CCC2C1=O)NC1CCCCC1 (configuration not stated)	-0.6	-3	-3	8	3	0.4	-4	8	111
NC(=O)c1ccc(CN2CCC(Cc3ccccc3)CC2)cc1	0.6	-16	4	2	15	0.8	-3	-3	103
C#CCOc1c(Cl)cc(/C=C2/C(=O)ON=C2C)cc1OC	0.8	-18	0	4	10	0.3	-4	8	106
CCS(=O)(=O)N1N=C(c2cccc(NS(C)(=O)=O)c2)CC1c1cccs1 (configuration not stated)	1.3	-6	0	24*	13	0.3	0	-6	nt
Cc1ccc(N2CC(C(=O)NCc3n[nH]c(=O)c4ccccc34)CC2=O)cc1C (configuration not stated)	-0.3	nt	-3	nt	nt	-0.8	-4	nt	nt

Random excerpt: 2 entries already listed
Structure	OXTR agonist	GPR7 antagonist	GalR3 antagonist	MEKK2mut PB1 HTS	NALP1 yeast inh	V1R ag counter	OXTR potentiator	M18AAP inhibitor	MEKK2 WT-MEK5
CCSc1nnc(-c2cccnc2)n1-c1ccc(C)c(Cl)c1	-0.8	-9	-9	3	-1	0.1	-1	2	98
C#CCOc1c(Cl)cc(/C=C2/C(=O)ON=C2C)cc1OC	0.8	-18	0	4	10	0.3	-4	8	106

Continued.
Structure	OXTR agonist	GPR7 antagonist	GalR3 antagonist	MEKK2mut PB1 HTS	NALP1 yeast inh	V1R ag counter	OXTR potentiator	M18AAP inhibitor	MEKK2 WT-MEK5
Cc1cc(NC(=O)CSc2nnc(-c3c[nH]c4ccccc34)n2C)no1	-1.2	-15	nt	-4	2	-0.7	-5	-2	100
Cc1ccc(N=C2NC(=O)CC(C(=O)Nc3ccc4c(c3)OCO4)S2)cc1 (configuration not stated)	0.5	-12	-2	-1	-6	0.5	-3	-10	100
Cc1ccccc1NC(=O)CN(c1ccc(F)cc1)S(C)(=O)=O	0.2	-12	-1	2	5	-0.9	-8	2	103
CN1CCc2c(sc3nc(NCCO)n(-c4cccc(Cl)c4)c(=O)c23)C1	-0.2	-4	-9	10	7	-0.3	-2	15	111
Cc1ccc(-n2c(O)c(C=NC3CCS(=O)(=O)C3)c3ccccc3c2=O)cc1 (configuration not stated)	-0.5	-1	-5	0	-2	0.3	3	-4	98
c1ccc(C2CC(c3ccccc3)C(c3ccccc3)N2)cc1 (configuration not stated)	-2.3	-3	-10	2	7	-0.7	-8	3	110
CSCCC(NC(=O)COc1ccccc1)C(=O)N(C)Cc1ccc(Cl)cc1Cl (configuration not stated)	-0.8	nt	-8	nt	nt	1.6	-12	nt	nt
O=C(c1cnn2c(C(F)(F)F)cc(-c3ccccc3)nc12)N1CCOCC1	-0.1	10	-1	3	8	-0.4	-7	-15	103
CC12CC(NC(=O)N1c1cccc(C(=O)N3CCCCC3)c1)c1ccccc1O2 (configuration not stated)	0.8	-5	-9	4	7	0.9	-1	0	106
COc1ccccc1NCc1cc(=O)oc2c(C)c(O)ccc12	5.5	8	-10	1	11	8.0	-11	12	96
Cc1cc(NC(=O)CSc2nnc(Cc3ccccc3)n2C)no1	-0.5	-1	2	5	-28	0.3	-15	-3	109
CCCC(=O)Nc1ccccc1Sc1ncnc2scc(-c3ccccc3)c12	-1.8	-7	-4	-1	20	-0.9	1	4	98
CC1=CC=CN2C1=NC(=O)CC2(C)C(=O)N(CC(=O)NC1CCCC1)c1cc(C)cc(C)c1 (configuration not stated)	1.1	-3	-2	-1	-4	-0.5	-3	3	95
Cc1ccc2c(c1)c1ccc3c(c1n2C)C(=O)C=CC3=O	nt	-5	-11	-18	nt	nt	nt	3	95
OC(CN1CC=C(/C=C/c2ccc(Br)cc2)CC1)c1ccccc1 (configuration not stated)	6.8	-3	-4	13	16	7.0	-4	3	112
COc1cccc(C2CC(c3c(F)cccc3Cl)n3nc(N)nc3N2)c1 (configuration not stated)	1.8	2	2	3	14	2.4	0	3	105
COc1cc2c(cc1OC)C1(CCCC1)CNC2c1ccc([N+](=O)[O-])cc1 (configuration not stated)	1.2	-2	-4	-5	17	1.3	-11	-3	105
Cc1ccc(S(=O)(=O)Cn2nnnc2C(C(C)C)N2CCN(c3nc4ccccc4s3)CC2)cc1 (configuration not stated)	-1.2	-17	-3	-5	8	-1.2	-7	-3	98

An unsorted share of the library. About 4.1% of those tested had a hit in this group.
